Screening results: PubChem, Sanford-Burnham Center for Chemical Genomics
CHOP UPR activ: activators of apoptotic arm of unfolded protein response (CHOP) | CHO-CHOP luciferase reporter, UPR activation, luminescence; percent of tunicamycin response over DMSO baseline | activation, % at 10 µM | 330,000 tested, 0.34% active;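 active means at 10 µM dose, activation of 40% or more, normalized to positive control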;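 further: 100% = tunicamycin at 10 µg/mL and 0% = DMSO alone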
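System: CHO-CHOP luciferase reporter cell line; amount: 500 cells/well; buffer or medium: F12 medium containing 10% fetal bovine serum; incubation: 6 h compound exposure at 37 °C after overnight seeding; measured by: luciferase luminescence after 10 min with Steady-Glo reagent; evaluation: % reporter activation, DMSO baseline versus tunicamycin full activation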
CCR6 antag: antagonists of human CCR6 receptor; 340,000 tested, 0.49% active; inhibition, % at 20 µM; CHO-K1 CCR6 PathHunter beta-arrestin, luminescence, CCL20-stimulated; AID 493098;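 active means compounds whose inhibition of the agonist-driven luminescence signal at 20 µM reaches about 50%, limit read from the data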;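 further: cells stimulated with CCL20 at 14 nM final; plate controls were DMSO with CCL20 for no effect and DMSO without agonist for full effect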
Target sequence (P51684 whole entry, looked up): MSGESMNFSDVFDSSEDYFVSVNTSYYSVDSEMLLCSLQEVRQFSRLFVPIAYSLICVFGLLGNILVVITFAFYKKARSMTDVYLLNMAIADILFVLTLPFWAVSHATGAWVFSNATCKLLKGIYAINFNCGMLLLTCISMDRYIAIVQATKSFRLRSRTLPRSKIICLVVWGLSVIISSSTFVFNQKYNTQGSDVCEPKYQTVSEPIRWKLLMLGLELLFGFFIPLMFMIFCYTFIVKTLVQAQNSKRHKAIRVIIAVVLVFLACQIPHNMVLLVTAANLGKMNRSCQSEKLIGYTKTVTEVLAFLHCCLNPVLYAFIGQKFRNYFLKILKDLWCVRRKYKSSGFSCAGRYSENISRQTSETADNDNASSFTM
APJ ag: agonists of human APJ apelin receptor; activation, % at 20 µM; 330,000 tested, 0.11% active; AID 2520; CHO-K1 APJ PathHunter beta-arrestin, luminescence; 0% DMSO wells, 100% apelin;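 active means activation more than six SD over the plate average, tested at 20 µM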;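 further: 0% = DMSO alone and 100% = apelin-13 at 10 nM; some results filed as inactive read as strong as hits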
Target sequence (P35414 whole entry, looked up): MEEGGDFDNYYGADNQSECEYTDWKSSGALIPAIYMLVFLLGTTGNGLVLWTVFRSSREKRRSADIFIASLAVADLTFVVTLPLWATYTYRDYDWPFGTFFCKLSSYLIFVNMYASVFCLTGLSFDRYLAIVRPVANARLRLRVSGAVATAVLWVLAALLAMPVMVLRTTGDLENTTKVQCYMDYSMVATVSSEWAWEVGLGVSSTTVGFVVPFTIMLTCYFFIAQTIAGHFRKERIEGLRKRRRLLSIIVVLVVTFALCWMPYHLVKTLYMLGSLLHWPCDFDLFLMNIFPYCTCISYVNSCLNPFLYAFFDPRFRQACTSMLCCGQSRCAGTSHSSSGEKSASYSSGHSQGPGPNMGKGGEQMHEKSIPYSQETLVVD
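Assay system – PathHunter CHO-K1 APJ (AGTRL-1) beta-arrestin reporter cells · Compound – one dose, 20 µM compound, 1% DMSO · Timing – compound 90 min 25 °C, reagent 1 h · Measured by – luminescence from split beta-galactosidase complementation, Galacton Star/Emerald II substrate · Measure – beta-arrestin recruitment to APJ as agonist activity, luminescent signal · Benchmarks – DMSO vs Apelin-13 10 nM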
tim23-1 inh: inhibits growth of tim23-1 mutant yeast; S. cerevisiae tim23-1 growth, BacTiter-Glo luminescence, 24 h; inhibition, % at 20 µM; 330,000 tested, 1.3% active; AID 463212;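 active means growth inhibition of the mutant yeast at or above 50%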;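 further: temperature-sensitive mutant grown at 25 °C; plate controls were DMSO-treated mutant yeast for no effect and medium wells lacking yeast for full effect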
EBI2 antag: EBI2 (human) antagonism. EBI2 beta-arrestin recruitment, luminescence, 7a,25-OHC stimulated. inhibition, % at 5 µM. 360,000 tested, 0.81% active. AID 651636; in the data active means inhibition above about 38%;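 further: enzyme fragment complementation signal reports receptor beta-arrestin coupling in cells; 0% = agonist plus DMSO wells and 100% = wells without agonist; some results beyond the cut were filed as inactive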
APJ antag: blocks the human apelin receptor APJ | CHO-K1 APJ beta-arrestin complementation, luminescence | inhibition, % at 20 µM | AID 2521 | 330,000 tested, 0.32% active | P35414;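 active means inhibition above about 40% at 20 µM, limit read from the data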;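 further: cells challenged with 10 nM apelin-13 agonist together with compound; plate controls were apelin-13 plus DMSO wells for no effect and DMSO wells lacking apelin-13 for full effect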
CXCR6 inh: CXCR6 (human) receptor inhibition. CHO-K1 PathHunter CXCR6 beta-arrestin, luminescence. 360,000 tested, 0.36% active. inhibition, % at 20 µM. O00574; in the data active means inhibition above about 34%, passing the limit was not always enough;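 further: antagonist mode with CXCL16 agonist at 10 nM final; 0% = 10 nM CXCL16 with DMSO and 100% = unstimulated wells without agonist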
UPR XBP1 act: activators of adaptive arm of unfolded protein response (XBP1). CHO-XBP1 luciferase reporter, IRE1-XBP1 UPR activation, luminescence; percent of tunicamycin response, DMSO as zero. activation, % at 20 µM. 330,000 tested, 0.33% active. AID 463104;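 active means versus positive control, 20 µM dose yields 30% or more activation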;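 further: 100% = tunicamycin at 10 µg/mL and 0% = DMSO only wells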
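Assay system: IRE1-XBP1 luciferase reporter CHO line. Input: 1000 cells/well. Buffer or medium: F12 with 10% serum. Doses: 20 µM, 1% DMSO. Times: overnight seeding at 37 °C, 6 h compound treatment at 37 °C. Technique: Steady-Glo luciferase glow luminescence, 10 min after reagent addition.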
Mdm2 MdmX PPI: human Mdm2/MdmX binding inhibition; O15151+Q00987; SaOS-2 split-luciferase Mdm2/MdmX complementation, luminescence; inhibition, % at 8 µM; 330,000 tested, 3% active;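 active means inhibition of at least 50% at 8 µM in the primary screen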
The depositor's hits bear a star; i = inactive. These rows are one share of the data; count on the stated rates, not on these rows.

SMILES,CHOP UPR activ,CCR6 antag,APJ ag,tim23-1 inh,EBI2 antag,APJ antag,CXCR6 inh,UPR XBP1 act,Mdm2 MdmX PPI
Cc1oc(-c2cccs2)nc1CN1CC[C@@](O)(c2ccccc2)[C@H]2CCCC[C@@H]21,-0.6,-9,-3,5,-2,24,0,-2,32
CCOC(=O)C1C(=O)NC(c2ccccc2)=NC1c1ccc(C(C)C)cc1 (stereo unspecified),-1.2,0,4,14,4,-10,-4,-1,-1
CC(OC(=O)CCCCCN=C1NS(=O)(=O)c2ccccc21)C(=O)Nc1cc(Cl)cc(Cl)c1 (stereo unspecified),-0.6,10,2,10,8,10,2,-2,0
CCCCn1c(N)c(N(CC(C)C)C(=O)CSc2ccccc2C)c(=O)[nH]c1=O,-1.0,7,6,-12,-20,-1,0,2,11
O=C(COC(=O)CNC(=O)C1CCCCC1)Nc1ccccc1OC(F)F,-1.9,-8,0,-3,-8,-11,0,0,16
CC(C)CN(CCNC(=O)CC1Oc2ccccc2NC1=O)CC(C)C (stereo unspecified),0.1,14,1,2,-13,6,3,-1,-33
O=C(NCCN1CCOCC1)c1ccc(/C=C2\Sc3ccccc3N(Cc3ccc(F)cc3)C2=O)cc1,0.1,17,2,22,4,4,-1,1,62*
COc1ccc(OCCc2nnc(N)s2)cc1,-1.0,-5,-2,22,-3,-3,3,0,7
CCc1c(C)sc(NC(=O)OC)c1C(=O)N1CCCCC1,-0.7,9,-4,12,-7,16,1,1,23
Cc1ccc(NC2c3ncccc3C(=O)N2C2CCCCC2)cc1C (stereo unspecified),0.6,12,-5,39,5,-2,3,0,-18
CCOC(=O)CN1C(=O)C(Sc2n[nH]c(-c3ccc(C)cc3)n2)CCc2ccccc21 (stereo unspecified),0.6,14,-1,9,25,10,-3,-1,27
Cc1cccc(N2CCN(C(=O)c3ccc4[nH]c(C)c(C)c4c3)CC2)c1C,-0.4,-20,-1,29,69*,-2,-3,-1,60*
CC(=O)NC(=S)Nc1ccccc1C(=O)NC1CCCCC1,-1.0,19,3,21,-2,13,6,0,-12
O=C(NC1CCCc2ccccc21)C1CCN(C(=O)c2sccc2-n2cccc2)CC1 (stereo unspecified),-1.4,11,-1,20,0,4,8,-1,5
CCc1nc(C)cn1S(=O)(=O)c1cc(C)c(OC)cc1C,-1.0,13,-3,-5,-1,-3,8,-2,7
COC(=O)c1c(NC(=S)NN2CCN(C)CC2)sc2c1CCC(C)C2 (stereo unspecified),9.9,19,-2,46,-25,9,-18,34*,91*
NNC(=O)c1csc(Cc2c(Cl)sc3ccc(Cl)cc23)n1,-1.0,6,-4,48,-3,5,-6,-6,5
O=C(COC(=O)c1ccc(NS(=O)(=O)c2cccs2)cc1)NCC1CCCO1 (stereo unspecified),-0.6,-1,-1,18,1,6,-2,-1,3
CCOC(=O)C(Cc1ccccc1)NC(=O)CCC(=O)c1ccc(OC)cc1 (stereo unspecified),2.6,0,-1,20,16,-8,6,7,11
O=C(O)CCC(=O)N1CCc2cc(S(=O)(=O)N3CCN(c4ccc(F)cc4)CC3)ccc21,0.8,-5,7,10,-6,5,2,-1,-2
CC(C)(C)OC(=O)N1CCC(c2c(C(=O)NC3CC3)cnn2-c2ccccc2)CC1,0.7,13,-5,6,-5,8,2,-8,4
O=C(COC(=O)c1cc(-c2cccs2)nn1-c1ccccc1)Nc1ccc(Cl)c([N+](=O)[O-])c1,0.4,16,-5,5,-8,26,-2,-6,7
COCCCn1c(SCC(=O)Nc2oc(C)c3c(C)n[nH]c(=O)c23)nc2sc3c(c2c1=O)CCC3,-0.3,-1,0,1,8,11,2,-1,5
COc1cc(/C=N/Nc2nc(C)cc(C)n2)cc(OC)c1OC,-0.5,13,-1,-6,6,-11,-9,-2,21
CC(C)(C)OCC(NC(=O)C(CC(N)=O)NC(=O)OC(C)(C)C)C(=O)OC(C)(C)C (stereo unspecified),0.6,7,0,5,-16,10,-4,-1,-8
CCN(c1ccccc1)S(=O)(=O)c1ccc2[nH]c(=O)[nH]c2c1,0.3,7,-1,11,-1,-4,-5,-3,13
CN(Cc1ccc(F)cc1)C(=O)c1cc(S(=O)(=O)N2CCCCC2)ccc1N1CCOCC1,0.5,3,6,10,-7,22,0,-3,31
CC1CCN(c2c(NCc3ccc(C(=O)N4c5ccccc5CC4C)cc3)c(=O)c2=O)CC1 (stereo unspecified),2.3,12,-2,4,14,-13,2,-5,18
CCN(c1ccccc1)S(=O)(=O)c1cc(NC(=O)Nc2ccccc2C#N)ccc1Cl,0.3,25,-2,16,-5,-9,3,0,-34
CC(=O)NCCc1nc2cc(NC(=O)c3ccc([N+](=O)[O-])cc3)ccc2n1C,-0.4,-7,0,6,1,-27,-11,-2,1
O=C(CSc1nc2ccccc2c(=O)[nH]1)Nc1ccc(N2CCOCC2)c(Cl)c1,-1.0,7,-3,-15,-2,16,7,3,16
COc1ccc(/C=C2\SC(=O)N(CC(=O)NCCCn3ccnc3)C2=O)cc1,5.4,1,-3,-16,-2,16,7,-4,20
CN(CC1COc2ccccc2O1)C(=O)Cn1cc(C(F)(F)F)ccc1=O (stereo unspecified),0.1,4,-3,-5,-4,3,6,2,13
CCCCC1CC1C(=O)Nc1ncc2c(n1)CC(C)(C)CC2=O (stereo unspecified),-0.1,13,-4,4,-11,1,4,-1,-6
O=C(Nc1cc(S(=O)(=O)N2CCOCC2)ccc1N1CCCCC1)c1ccccc1,2.3,16,3,31,-28,-6,-2,-1,11
CN(C)c1cc(N)c2ccccc2n1 (tested in a mixture with another compound),-1.5,6,1,8,-6,-13,2,-2,9
NC(=O)C1(N2CCCCC2)CCN(C2CC(=O)N(CCc3ccccc3)C2=O)CC1 (stereo unspecified),-0.7,5,1,-16,-1,-10,0,-2,-1
CC(CNC(=O)CN1C(=O)c2cccnc2Oc2ccc(Cl)cc21)c1ccccc1 (stereo unspecified),-0.4,2,0,19,12,17,1,-5,-13
COCCN(C(=O)COC(=O)c1ccc(C=O)cc1)c1c(N)n(Cc2ccccc2)c(=O)[nH]c1=O,3.7,3,4,-2,-5,-8,-3,-1,17
CCOc1ccc([C@@H]2CC=C(C(=O)O)[C@H](c3cccc(Cl)c3)N2S(=O)(=O)c2ccc(C)cc2)cc1,0.5,1,4,23,-5,-11,2,3,10
COCCn1cnc2c1c(=O)n(CC(=O)OCC(=O)NCC(F)(F)F)c(=O)n2Cc1ccccc1,2.1,7,-1,11,-8,-15,-6,1,19
CC(C)(C)C1CCC(OCC(O)CN2CCN(Cc3ccccc3)CC2)CC1 (stereo unspecified),0.7,16,-3,i,-16,11,10,4,22
COc1ccc(-n2cc(CNC3CCOCC3)c(-c3cccc(F)c3)n2)cc1,1.0,20,-1,5,9,-2,5,2,33
CC1Cc2nc(SCC(=O)Nc3ccc(F)cc3F)n(C)c(=O)c2S1 (stereo unspecified),-1.3,10,-1,-22,-3,0,-1,1,6
N#CCCn1c(=O)n(CCC#N)c2ccccc21,-0.7,-5,-3,3,-17,-19,1,-5,15
O=c1c2ccccc2[nH]c(=S)n1Cc1ccccc1Cl,1.2,11,2,9,8,-5,2,-4,18
CCCC(=O)N(Cc1cc2cc(C)ccc2[nH]c1=O)c1ccccc1OC,1.5,18,-3,10,-3,0,9,-3,7
COc1ccc(C2/C(=C(/O)c3ccc(C)cc3)C(=O)C(=O)N2c2ccccn2)cc1 (stereo unspecified),0.9,6,0,7,-3,-1,-1,-1,-5
CCOC(=O)C1(CCOc2ccccc2)CCN(Cc2ccc(C(=O)OC)cc2)CC1,-1.7,26,1,19,0,16,-4,-9,25
COCCNC(=O)c1cn(CCOC)c(=O)c2c1c1ccccc1n2C,2.3,-7,0,0,7,-4,-8,-5,18
Cc1nn(-c2ccccc2)c(Cl)c1C(=O)N(C)CC(=O)Nc1cccc(F)c1,0.2,10,4,31,-13,17,-3,-2,1
O=C(Nc1ccc2c(c1)C(=O)OC2)Nc1cccc2ccccc12,-1.4,-3,1,-22,-5,5,-7,-2,8
CCn1c(CNc2ccc(Cl)cc2)nnc1SCC(=O)OC1CCCCC1,1.6,15,-3,20,8,5,-4,-1,-19
Cc1nnc(SCCn2c(N3CCCCCC3)nc3c2c(=O)[nH]c(=O)n3C)s1,3.0,20,-2,5,-3,8,0,0,8
O=C(Nc1ccc(C(F)(F)F)cc1)C1=NN(C2CCS(=O)(=O)C2)C(=O)CC1 (stereo unspecified),-1.9,7,-2,21,3,4,0,-3,12
O=C(OCC(=O)N1CCCCC1)c1cccc(NS(=O)(=O)c2ccccc2)c1,0.5,1,-5,-14,-3,-5,8,0,-3
COc1ccc(OC)c(S(=O)(=O)N2CCN(C)CC2)c1,-1.8,-10,-5,3,-4,5,6,-1,11
COc1ccc(-n2nc(C(=O)O)cc2-c2ccccc2)cc1,1.6,7,-4,-7,12,24,0,-4,13
CCC1=NN(C(=O)C(=O)Nc2ccc(OC)cc2)C(O)(C(F)(F)F)C1 (stereo unspecified),-1.8,1,-3,-15,5,0,8,1,20
CCCCNC(=O)CCn1c(=O)c2ccccc2n(CC(=O)Nc2ccccc2OCC)c1=O,-1.6,1,-3,10,7,7,8,-4,10

Additional results.
SMILES,CHOP UPR activ,CCR6 antag,APJ ag,tim23-1 inh,EBI2 antag,APJ antag,CXCR6 inh,UPR XBP1 act,Mdm2 MdmX PPI
O=c1oc2ccccc2cc1-c1cn2cccnc2n1,-2.9,5,-1,5,-1,-5,-3,-3,-51
CC(=O)N1CCCc2cc(S(=O)(=O)N3CCN(c4ccccn4)CC3)ccc21,0.6,-2,3,44,-3,5,6,0,0
CCOC(=O)CN1C(=O)N[C@@H](c2ccccc2)[C@H](C(C)=O)[C@H]1C,-0.4,-4,-5,-2,-14,-6,2,-2,-14
Cc1nonc1NC(=O)CSc1cn[nH]n1,3.5,2,-2,-4,2,-9,3,5,1
O=C(O)/C=C/C(=O)Nc1ccc(OC(F)(F)F)cc1,-1.0,9,-2,3,3,12,11,-2,-7
O=C1OCC2=C1C(c1ccc(Cl)cc1)CC(=O)N2c1ccc(F)cc1 (stereo unspecified),-2.3,-2,-1,19,-14,9,0,0,5
O=c1cc(CSc2nnc(-c3cccs3)n2Cc2ccccc2)nc2sc3ccccc3n12,-0.9,14,6,10,-7,16,2,0,26
